Compound activity as filed in PubChem.
ERp5 inh: blocks human ERp5 reductase activity on insulin; inhibition, % at 9.99 µM; ERp5 insulin aggregation, absorbance 650 nm, 90 min; 350,000 compounds, 0.05% hits; Q15084;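 active means mean replicate inhibition above about 25%, with every replicate also reaching it, limit read from the data, passing the limit was not always enough; inconclusive means only one of those two criteria met; inactive means neither criterion met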
Target sequence (Q15084 whole entry, looked up): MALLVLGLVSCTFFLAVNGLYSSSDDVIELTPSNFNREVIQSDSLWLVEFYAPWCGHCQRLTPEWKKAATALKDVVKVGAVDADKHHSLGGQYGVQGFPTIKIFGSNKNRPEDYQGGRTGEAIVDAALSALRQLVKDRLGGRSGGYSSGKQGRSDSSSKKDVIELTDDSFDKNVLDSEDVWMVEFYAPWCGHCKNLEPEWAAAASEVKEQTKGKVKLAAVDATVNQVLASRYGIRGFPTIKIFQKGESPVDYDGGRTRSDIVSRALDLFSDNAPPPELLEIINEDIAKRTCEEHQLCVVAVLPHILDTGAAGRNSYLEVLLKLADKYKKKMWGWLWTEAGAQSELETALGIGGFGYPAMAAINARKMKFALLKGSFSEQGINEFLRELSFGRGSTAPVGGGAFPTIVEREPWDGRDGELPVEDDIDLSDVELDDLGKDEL
RAD52 inh: inhibitors of human RAD52 DNA annealing; P43351; 360,000 compounds, 0.46% hits; recombinant RAD52 DNA annealing, FRET fluorescence; inhibition, % at 18.7 µM; AID 651710;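 active means every replicate showing at least 50% inhibition; inconclusive means mean inhibition at least 50% but not in every replicate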
Target sequence (P43351 whole entry, looked up): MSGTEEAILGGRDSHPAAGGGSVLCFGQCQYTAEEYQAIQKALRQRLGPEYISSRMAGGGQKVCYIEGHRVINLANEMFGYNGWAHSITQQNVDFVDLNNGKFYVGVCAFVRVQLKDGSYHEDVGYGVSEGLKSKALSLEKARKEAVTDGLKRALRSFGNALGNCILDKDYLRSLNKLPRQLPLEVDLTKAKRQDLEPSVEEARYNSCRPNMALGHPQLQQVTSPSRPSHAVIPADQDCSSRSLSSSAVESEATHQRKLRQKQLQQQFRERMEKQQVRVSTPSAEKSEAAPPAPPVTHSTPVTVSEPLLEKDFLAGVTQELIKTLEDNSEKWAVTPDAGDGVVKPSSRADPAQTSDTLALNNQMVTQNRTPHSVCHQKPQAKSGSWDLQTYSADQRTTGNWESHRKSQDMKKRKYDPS
RAD54 branch: RAD54 (human) branch migration inhibition. inhibition, % at 10.4 µM. RAD54 Holliday junction branch migration, FAM/BHQ fluorescence. 360,000 compounds, 0.14% hits;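 active means mean normalized replicate activity at least 40 and at least half of replicates scoring 40 or more; inconclusive means only one of the two criteria met; inactive means mean below 40 and under half of replicates reaching 40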;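 further: 0% = median of neutral control wells and 100% = median of positive control wells; inhibitors cause a drop in the FAM fluorescence signal; in these data hits start at about 50%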
ERAP1 HTS inh: inhibitors of human ERAP1 aminopeptidase | inhibition, % at 10.7 µM | 340,000 compounds, 0.15% hits | recombinant ERAP1, Leu-AMC fluorescence, 60 min | Q9NZ08;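 active means mean replicate inhibition of at least 30%, or all replicates individually reaching that 30% level; inactive means mean below 30% and not every replicate reaching it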;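 further: 0% = neutral control wells and 100% = L-leucinethiol positive control wells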
XiGFP reactiv: X-chromosome reactivation activator; activation, % at 7.58 µM; 360,000 compounds, 0.055% hits; XiGFP mouse fibroblasts, % GFP-positive cells imaging, 3 d; cells co-treated with 5-aza-dC sensitizer; scaled so ellipticine positive control = 100%;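 active means mean normalized replicate activation at least 10% and every replicate at or above 10%; inconclusive means only one of the two criteria met; inactive means mean below 10% and not all replicates reach 10%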;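 further: 0% = median of on-plate neutral control wells and 100% = ellipticine 6 µM median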
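Material: SV40-immortalized XiGFP fibroblast cells, line 68-5-11 | Buffer or medium: DMEM containing 5-aza-dC | Dosing: One concentration, pinned | Times: 3 d treatment, 15 min room-temperature fixation | Controls: Ellipticine 6 µM positive control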
esBAF inh: blocks esBAF chromatin remodeling in mouse ES cells. reporter increase, % at 12.5 µM. AID 602393. 350,000 compounds, 2% hits. Bmi1-luciferase knock-in reporter, 24 h; 100% = twice the neutral-well signal; in the data active means activation above about 40%; inconclusive means no clear call, values can overlap the other calls;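 further: 0% = median of the plate's neutral control wells and 100% = double that signal; a rise in the Bmi1 reporter signal indicates esBAF inhibition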
E-sel inducer: E-selectin induction on HUVECs. P16581. HUVEC E-selectin immunofluorescence imaging; normalized: neutral wells 0, TNF-alpha wells 100. activation, % at 7.58 µM. 260,000 compounds, 0.37% hits. AID 686992;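 active means mean E-selectin-positive cell signal at least 10% of the positive control, reached in at least 60% of replicates, without over 20% cell loss; inconclusive means no rule given, readout overlaps actives, possibly toxicity-flagged; inactive means the rest, including those meeting only one limit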;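 further: in these data hits start at about 27%; measured in HUVEC primary endothelial cells; signal is the percent of cells scored E-selectin positive by PE staining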
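Test system: HUVEC; input: 3,000 HUVEC/well; measured by: immunofluorescence imaging; read-out: % PE-positive cells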
S100A4 MyoIIA: S100A4-myosin IIA interaction inhibition; inhibition, % at 10.7 µM; 360,000 compounds, 0.14% hits; AID 652163; P26447; S100A4/TAMRA-MyoIIA peptide fluorescence polarization;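 active means mean inhibition of at least 70% across replicates, with every replicate also reaching that level; inconclusive means mean inhibition reaches 70% but some replicates fall short; inactive means mean inhibition below 70%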
Target sequence (P26447 whole entry, looked up): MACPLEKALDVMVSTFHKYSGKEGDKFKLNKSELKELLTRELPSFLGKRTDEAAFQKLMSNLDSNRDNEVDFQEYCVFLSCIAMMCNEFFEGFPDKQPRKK
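System – human S100A4 monomer protein, biochemical binding assay · Buffer or medium – Calcium-containing HEPES buffer, pH 7.2 · Timing – 5 min between mix addition and reading · Also added – TAMRA-labelled myosin IIA heavy-chain peptide probe, 5 nM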
Starred values were filed as active, the others as inactive; ? = inconclusive; nt = no result given. Outcome played no part in choosing rows; any-hit rate near 2.5%.

entry	SMILES	ERp5 inh	RAD52 inh	RAD54 branch	ERAP1 HTS inh	XiGFP reactiv	esBAF inh	E-sel inducer	S100A4 MyoIIA
1	COc1ccc(OC(C)C(=O)N2CCCc3ccccc32)cc1 (stereo unspecified)	1	-8	-7	0	0.2	10	nt	4
2	Cc1ccc(CN2CC(C(=O)NCCCSc3ccccc3)CC2=O)cc1 (stereo unspecified)	3	-4	4	0	-0.1	-3	-0.1	2
3	O=C(C[C@H]1CC[C@H]2[C@@H](COC[C@H](O)CN2C(=O)C2CC2)O1)NCc1ccncc1	1	2	5	0	0.1	-3	0.1	12
4	COc1ccc(CCN(C(=O)c2snc(C(N)=O)c2N)C(C)C(=O)NC2CCCCC2)cc1OC (stereo unspecified)	-1	-14	7	5	0.1	-3	-0.2	-3
5	COc1cccc(/C=C(/C#N)c2ccc(Cl)cc2)c1OCc1cccc(C(=O)O)c1	-4	-14	nt	-2	0.1	nt	-0.1	3
6	Cc1ccc(NC(=O)c2nc[nH]c2C(=O)NCCCCCNC(=O)OC(C)(C)C)cc1	2	-9	10	-1	0.0	-1	nt	0
7	COc1ccc(NC(=O)COC(=O)C2CC(=O)N(c3ccc(OC(C)C)cc3)C2)cc1 (stereo unspecified)	1	-16	-11	-4	0.0	6	nt	-3
8	C[C@@H]1CN([C@@H](C)CO)S(=O)(=O)c2ccc(C#Cc3ccccc3F)cc2O[C@H]1CN(C)CC1CCOCC1	3	-15	7	nt	0.3	-6	nt	-1
9	Cc1ccc(OCC(=O)Oc2c(C)cccc2C)cc1C	-1	0	-3	2	0.1	-2	nt	-2
10	Cc1ccc(S(=O)(=O)NCC[C@H]2CC[C@H](NC(=O)c3cccnc3)[C@H](CO)O2)cc1	0	0	-12	-2	0.6	-1	1.6	-9
11	C[C@H](CO)N1C[C@H](C)[C@H](CN(C)S(=O)(=O)c2cccs2)Oc2ccc(NS(=O)(=O)c3ccc(Cl)cc3)cc2CC1=O	-2	5	4	1	0.3	1	-1.9	-4
12	CN1C(=O)N(CC(=O)N2CCN(S(=O)(=O)c3ccc4c(c3)CCC4)CC2)C(=O)C12CCCCC2	0	6	-2	0	0.1	-1	nt	2
13	Cc1ccccc1-c1csc(C(O)c2cccnc2)n1 (stereo unspecified)	-8	-3	-9	2	0.0	-1	0.4	-6
14	Cc1ccc(-c2nc3ccc(C)cn3c2Cc2ccccn2)cc1	-3	-41	nt	nt	0.0	nt	0.0	10
15	Cc1ccc(C(=O)NNC(=O)c2ccc(-n3cncn3)c([N+](=O)[O-])c2)cc1	0	-9	nt	-6	0.7	nt	-0.3	2
16	CN1C(=O)c2cc(NS(=O)(=O)c3ccc(Cl)cc3)ccc2OC[C@@H]2O[C@H](CC(=O)N3CCc4ccccc4C3)CC[C@H]21	1	-4	3	1	0.3	9	-0.1	-6

Compounds shown so far that have four or more nitrogen atoms (4):
entry	SMILES	ERp5 inh	RAD52 inh	RAD54 branch	ERAP1 HTS inh	XiGFP reactiv	esBAF inh	E-sel inducer	S100A4 MyoIIA
4	COc1ccc(CCN(C(=O)c2snc(C(N)=O)c2N)C(C)C(=O)NC2CCCCC2)cc1OC (stereo unspecified)	-1	-14	7	5	0.1	-3	-0.2	-3
6	Cc1ccc(NC(=O)c2nc[nH]c2C(=O)NCCCCCNC(=O)OC(C)(C)C)cc1	2	-9	10	-1	0.0	-1	nt	0
12	CN1C(=O)N(CC(=O)N2CCN(S(=O)(=O)c3ccc4c(c3)CCC4)CC2)C(=O)C12CCCCC2	0	6	-2	0	0.1	-1	nt	2
15	Cc1ccc(C(=O)NNC(=O)c2ccc(-n3cncn3)c([N+](=O)[O-])c2)cc1	0	-9	nt	-6	0.7	nt	-0.3	2

Profiles, looked up by structure. Screens in order: ERp5 inh | RAD52 inh | RAD54 branch | ERAP1 HTS inh | XiGFP reactiv | esBAF inh | E-sel inducer | S100A4 MyoIIA
COc1ccc(NC(=O)COC(=O)C2CC(=O)N(c3ccc(OC(C)C)cc3)C2)cc1 (stereo unspecified) across the screens: 1 | -16 | -11 | -4 | 0.0 | 6 | nt | -3
CN1C(=O)N(CC(=O)N2CCN(S(=O)(=O)c3ccc4c(c3)CCC4)CC2)C(=O)C12CCCCC2 across the screens: 0 | 6 | -2 | 0 | 0.1 | -1 | nt | 2

Other structures:
entry	SMILES	ERp5 inh	RAD52 inh	RAD54 branch	ERAP1 HTS inh	XiGFP reactiv	esBAF inh	E-sel inducer	S100A4 MyoIIA
17	COc1cc(Cl)ccc1OC1(C)CCN(Cc2ccc3ccccc3c2)C1 (stereo unspecified)	-7	-12	11	0	0.1	-1	0.3	4
18	CCOC(=O)C1(CCOC)CCN(Cc2cccc(OCc3ccccc3)c2)CC1	1	-2	-6	0	0.0	9	nt	2
19	COc1ccc(CCCNC(=O)C2CCC(=O)N(Cc3ccccc3F)C2)cc1 (stereo unspecified)	11	-12	-16	-1	0.1	11	nt	-3
20	COc1ccc(-c2cc(CNS(=O)(=O)c3ccc(F)cc3)on2)cc1	0	-6	-6	-1	0.0	3	0.0	5
21	CC1CCCN(C(=O)c2ccc(Cl)c(S(=O)(=O)N3CCCCCC3)c2)C1 (stereo unspecified)	-9	-5	-8	-4	0.2	58*	nt	0
22	C/C(=N\NC(=S)NC1CCCCC1)c1ccc(O)cc1	3	-13	-3	1	-0.1	7	1.6	-2
23	c1ccc(Nc2ccccc2Nc2ccccn2)nc1	3	-3	nt	-3	nt	3	nt	10
24	Cc1cccc(NC(=O)CN2CCN(CC(=O)NCc3ccc(Cl)cc3Cl)CC2)c1C	12	-8	-11	5	0.1	-5	nt	-1
25	CCOc1ccc(N2C(=O)CC(N(CCc3ccc(OC)cc3)C(=O)/C=C/C(=O)O)C2=O)cc1 (stereo unspecified)	10	-5	2	7	0.0	6	4.1	1
26	Cn1c(=S)[nH]c2sc3c(c2c1=O)CCC(C(C)(C)C)C3 (stereo unspecified)	3	-12	nt	-5	0.2	nt	nt	-1
27	CCOc1ccc(OCCn2c(=S)[nH]c3ccccc32)cc1	-4	1	0	1	0.0	2	nt	4
28	O=C(N/N=C/c1cccnc1)c1ccc2ccccc2c1O	-6	-17	-3	1	0.2	17	1.1	3
29	CC(C)C[C@H]1CNC(=S)N1CC1CCCN1C[C@H](Cc1ccccc1)N1C[C@H](Cc2ccccc2)N(CC2CCCCC2)C1=S (stereo partly specified)	-2	-13	2	nt	-0.1	-3	-0.4	-21
30	CCOC(=O)C1(CCOc2ccccc2)CCN(Cc2ccc(O)cc2)CC1	3	4	-2	0	-0.1	-7	0.6	-6
31	CNc1nc(N)c([N+](=O)[O-])c(Nc2cccc(F)c2)n1	-3	-28	-1	nt	0.2	nt	0.1	2
32	Cc1ccccc1S(=O)(=O)N1C[C@H]2[C@@H](c3ccccc31)[C@H](CO)N2C(=O)CC1CC1	2	11	3	1	0.4	-8	-0.4	3
33	OCC[C@@H]1C[C@H](O)[C@@H](O)[C@@]2(OCCc3cc(Cl)ccc32)O1	-8	1	-4	2	0.1	0	0.8	-1
34	COC(=O)NC1c2ccccc2Oc2ccccc21	1	-10	-6	0	0.0	-10	0.1	-2
35	COc1ccc(OCC(O)CN2CCNCC2)cc1 (stereo unspecified)	0	-11	-3	0	0.2	3	0.0	-4
36	COc1ccc(S(=O)(=O)Nc2ccc3c(c2)C(=O)N([C@H](C)CO)C[C@@H](C)[C@@H](CN(C)C(=O)CCCN(C)C)OCCCC[C@H](C)O3)cc1	2	9	14	-9	-1.0	3	1.6	8
37	Cc1noc(NS(=O)(=O)c2ccc(N/C=C\C(=O)c3cccs3)cc2)c1C	?	-7	nt	4	0.2	nt	0.0	-2
38	CCCCCOc1ccc(NC(=O)CSc2cccc3cccnc23)cc1	-2	-19	nt	0	0.0	nt	nt	-4
39	CN(C)CC(=O)N[C@H]1CC[C@H](CC(=O)O)O[C@H]1CO	-3	6	nt	2	0.6	nt	-0.2	0
40	COCCNC(=O)/C(C#N)=C/c1ccc(OCc2ccc(F)cc2)cc1	4	-62	nt	3	-0.9	nt	nt	-4

Some values from the results shown:
Result for cpd 38 under XiGFP reactiv: 0.0
Result for cpd 34 under ERAP1 HTS inh: 0

The listing continues.
entry	SMILES	ERp5 inh	RAD52 inh	RAD54 branch	ERAP1 HTS inh	XiGFP reactiv	esBAF inh	E-sel inducer	S100A4 MyoIIA
41	COc1ccc(OCC(O)CNS(=O)(=O)c2cccs2)cc1 (stereo unspecified)	3	-2	-4	2	0.0	-2	0.1	5
42	Cc1noc(C)c1NC(=O)NCC[C@H]1CC[C@@H](NC(=O)Nc2cccc(F)c2)[C@@H](CO)O1	-2	7	-7	1	0.1	7	-0.2	1
43	CCCN(C)C[C@H]1OCCCC[C@H](C)Oc2ccc(NS(=O)(=O)c3ccccc3)cc2C(=O)N([C@@H](C)CO)C[C@@H]1C	0	41	9	-4	0.2	-3	0.0	-7
44	CO[C@H]1CC[C@H]2CCOc3c(C#N)cccc3C(=O)N(C)C[C@H](C)C(=O)N(C)C[C@@H]1O2	-1	2	0	1	0.0	-1	0.0	4
45	Cc1nn(C)cc1NC(=O)C[C@H]1CC[C@@H]2[C@@H](COc3ccc(NC(=O)Nc4cccc(Cl)c4)cc3C(=O)N2C)O1	-5	11	-3	-3	0.2	-9	0.4	-5
46	COc1ccc2nc(SCC(=O)NCC(F)(F)F)[nH]c2c1	0	-21	nt	4	0.1	nt	0.4	-45
47	O=C(c1ccc(Sc2ccccc2)c([N+](=O)[O-])c1)N1CCOCC1	0	-6	1	1	0.0	7	nt	1

3 compounds drawn at random from those above:
entry	SMILES	ERp5 inh	RAD52 inh	RAD54 branch	ERAP1 HTS inh	XiGFP reactiv	esBAF inh	E-sel inducer	S100A4 MyoIIA
31	CNc1nc(N)c([N+](=O)[O-])c(Nc2cccc(F)c2)n1	-3	-28	-1	nt	0.2	nt	0.1	2
16	CN1C(=O)c2cc(NS(=O)(=O)c3ccc(Cl)cc3)ccc2OC[C@@H]2O[C@H](CC(=O)N3CCc4ccccc4C3)CC[C@H]21	1	-4	3	1	0.3	9	-0.1	-6
5	COc1cccc(/C=C(/C#N)c2ccc(Cl)cc2)c1OCc1cccc(C(=O)O)c1	-4	-14	nt	-2	0.1	nt	-0.1	3
